# mHtt clearance = clearance of mutant huntingtin inclusions, primary screen, imaging, HeLa Exon1htt(103Q)mCFP, confocal imaging; AID 853, 2007; inhibition, % at 1.5 µM; 47,000 tested, 0.42% active; aggregate imaging; zero = plate's median compound well;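 active = inhibition of aggregate fluorescence above about 70%, also judged a hit by eye on the cell image, limit read from the data, passing the limit was not always enough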;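 note: cells exposed to compound for three days before fixation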
# mHtt clearance grain fraction = recorded beside mHtt clearance, whose call it bears; fraction fluorescence in grains; measured here: aggregate grain fluorescence fraction; stronger effect = lower value;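 scaled fraction of total cell fluorescence in grains with unit not stated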
# Starred values were filed as active, the others as inactive. These rows are one share of the data; count on the stated rates, not on these rows.
SMILES,mHtt clearance,mHtt clearance grain fraction
O=P(O)(O)Cc1ccccc1OP(=O)(c1ccccc1)c1ccccc1,-14,44
CN1C2C=C(N(C(=O)c3ccc(Cl)cc3)c3ccccc3)CC1CC2 (configuration not stated),5,20
CCSc1cc(C2C(C#N)=C(N)Oc3n[nH]c(C)c32)c(C)o1 (configuration not stated),9,15
COc1ccc(CN2CCCCC2c2cccnc2)cc1C (configuration not stated),62,16
COc1ccc(OC)c(N2C(=O)NC(=O)C(CCc3ccncc3)(CCc3ccncc3)C2=O)c1,18,15
C/C(=C\c1ccc(N(C)C)cc1)[N+](=O)[O-],-5,35
Cn1cccc1CN1CCN(C(=O)COc2ccccc2)CC1,-33,28
Cc1onc(-c2ccccc2)c1C(=O)N1CCC2(CC1)OCCO2,23,14
C=CCOC(=O)C1=C(C)OC(N)=C(C#N)[C@@]12C(=O)N(CC(N)=O)c1ccccc12,-28,45
Cc1ccc2c(c1)N(CCC(=O)N1CCC3(CC1)OCCO3)C(=O)C(C)O2 (configuration not stated),-16,24
C1CNC2NCCNC2N1 (configuration not stated),-17,50
O=C1CN=C(c2cccs2)c2c(sc3c2CCCC3)N1,8,19
CCCc1[nH]nc2c1C1(C(=O)N(CC(N)=O)c3ccccc31)C(C(=O)OC)=C(N)O2 (configuration not stated),-5,39
COc1ccc(CCC(=O)N2CCC3(CC2)OCCO3)cc1,-57,32
CCN(CC)CCN=Cc1c(O)n(CCc2ccccc2)c(=O)[nH]c1=O,-6,39
COc1ccc(Cn2c(N)c(C(=O)NCc3ccco3)c3nc4ccccc4nc32)cc1OC,-12,39
O=C(CN1CCOCC1)Nc1ccc(Br)cc1C(=O)c1ccccc1,-39,30
CCOC(=O)C1C2c3ccccc3O[C@@]1(C)N=C1SCC(=O)N12 (some centres not stated),-7,36
N#Cc1c(/N=C/c2c(O)n(Cc3ccco3)c(=O)[nH]c2=O)sc2c1CCCC2,0,37
CN(C)CCc1nn[nH]n1,3,18
COc1cc(CN2CC3CC(C2)c2cccc(=O)n2C3)cc(OC)c1OC (configuration not stated),-11,50
CCOC(=O)C1CCN(/C=C2/C(=O)NC(=O)N(c3ccc(OCC)cc3)C2=O)CC1,22,34
O=P(OCC(F)(F)C(F)F)(N1CCCCC1)N1CCCCC1,-36,24
CCN1C(=O)c2ccccc2Sc2ccc(C(=O)N3CCC4(CC3)OCCO4)cc21,-21,51
CCCN(CC#CCO)CCC,-52,29

# Some of the entries so far, with tabs:
mol	mHtt clearance	mHtt clearance grain fraction
CN(C)CCc1nn[nH]n1	3	18
COc1cc(CN2CC3CC(C2)c2cccc(=O)n2C3)cc(OC)c1OC (configuration not stated)	-11	50
CCOC(=O)C1CCN(/C=C2/C(=O)NC(=O)N(c3ccc(OCC)cc3)C2=O)CC1	22	34
O=P(OCC(F)(F)C(F)F)(N1CCCCC1)N1CCCCC1	-36	24
CCN1C(=O)c2ccccc2Sc2ccc(C(=O)N3CCC4(CC3)OCCO4)cc21	-21	51
CCCN(CC#CCO)CCC	-52	29

# (more compounds)
SMILES,mHtt clearance,mHtt clearance grain fraction
Nc1ccccc1C(=O)OC1CSC1,-52,27
Cc1ccc2c(c1)C1CN(C)CCC1N2C(=O)Cn1nnc(-c2ccccc2F)n1 (configuration not stated),-196,121
Cc1cc(N2C(=O)C3CCCN3C2c2cccc(Cl)c2)no1 (configuration not stated),20,15
O=C(C1CCC(=O)N1Cc1ccccc1Cl)N1CCC2(CC1)OCCO2 (configuration not stated),6,19
O=c1c2ccccc2[nH]c(=S)n1-c1ccc2c(c1)OCO2,-24,46
Cc1nn(Cc2ccccc2Cl)c(Cl)c1C(=O)OCC(=O)NCc1ccco1,16,15
CN1CC=C2C(C#N)=C(N)C(C#N)(C#N)C(c3ccncc3)C2C1 (configuration not stated),16,16
O=C(C1CCCO1)N1CCC2(CC1)OCCO2 (configuration not stated),20,16
COCCOC(=O)C1=C(N)OC(C)=C(C(=O)OC)C12C(=O)Nc1ccccc12 (configuration not stated),9,34
CC(N=Cc1c(O)[nH]c(=O)[nH]c1=O)c1ccccc1 (configuration not stated),26,27
COc1ccccc1CN1CCN(C(=O)COc2ccccc2)CC1,-9,20
CCOC(=O)C1=C(N)OC2=C(C(=O)CCC2)C12C(=O)N(CC(N)=O)c1ccccc12 (configuration not stated),-14,41
CN1C(=O)/C(=C/c2ccc(N3CCCCCC3)o2)C(=O)NC1=S,43,11
CCCCn1c(O)c(C(CC)=NCCN2CCCCC2)c(=O)[nH]c1=O,20,32
S=C1CN=C(c2ccccc2)c2cc(Cl)ccc2N1,28,13
COc1ccc(CCn2c(O)c(C=NCCCO)c(=O)[nH]c2=O)cc1OC,-27,45
O=C1C2CCCN2C(c2ccncc2)N1c1ccc(Cl)c(Cl)c1 (configuration not stated),24,24
Cn1c(O)c(C(=O)c2ccccc2F)c(=O)n(C)c1=O,22,30
O=c1[nH]c(N2CCN(Cc3ccc4c(c3)OCO4)CC2)nc2c1CCC2,11,16
NCC(CC(=O)O)c1ccc(Cl)cc1 (configuration not stated),52,9.7
CC(=O)N1CN2CN(C(C)=O)CC(C(=O)c3ccc(Br)cc3)(C2)C1,-2,31
COc1cc(/C=N/NC(=O)Cn2c([N+](=O)[O-])cnc2C)ccc1OC(=O)N(C)C,16,19
Cc1cc(OCC(=O)O)c2c3c(c(=O)oc2c1)CCCC3,26,14
Cc1ccc(Cc2c(C)nc3nc(SCC(=O)N4CCC5(CC4)OCCO5)nn3c2C)cc1,-67,31
CCOc1cc2[nH]c(=S)n(CCCC(=O)N3CCC4(CC3)OCCO4)c(=O)c2cc1OCC,6,19

# The list continues:
SMILES,mHtt clearance,mHtt clearance grain fraction
Cc1ccccc1C1=NCC(=O)N(CC(=O)NCc2ccco2)c2sc3c(c21)CCCC3,-15,23
CC1CCC(NCCc2ccc3c(c2)OCO3)CC1 (configuration not stated),32,14
N[C@@H](Cc1c[nH]c2ccccc12)c1nnc(SCc2ccccc2)o1,-25,24
CCCC(C)C1(CC)C(=O)NC(=Nc2ccccc2)NC1=O (configuration not stated),47,10
Nc1ccccc1C(=O)OCC(=O)N1CCc2ccccc21,-21,46
Cc1ccccc1OCCN=Cc1c(O)n(C)c(=O)n(C)c1=O,-16,50
CN(C)CCc1nc2ccccc2c(=O)n1-c1ccccc1,-1,19
COc1cc2c3c(c1OC)-c1cc(O)ccc1CC3NCC2 (configuration not stated),34,14
CCCC12CN3CC(CCC)(CN(C1)C3c1ccccn1)C2=O (configuration not stated),3,23
Cc1cccc(-n2c(C)nc3cc(C(=O)N4CCC5(CC4)OCCO5)ccc32)c1,-17,39
CCN(CC)S(=O)(=O)c1ccc(N=Cc2c(O)n(-c3ccccc3)c(=O)[nH]c2=O)cc1,-4,18
COc1ccc(CC2C(=O)NC(=O)NC2=O)c(OC)c1,53,9.1
O=C(c1ccc2c(c1)ncn2C1CCCCCC1)N1CCC2(CC1)OCCO2,-10,23
Cc1ccc(S(=O)(=O)N2CC3CC(C2)c2cccc(=O)n2C3)cc1 (configuration not stated),-8,41
Cc1nn(C)cc1/C=C1/CC2C3CC=C4CC(O)CCC4(C)C3CCC2(C)C1=O (configuration not stated),62,7.7
O=C(C(Cc1ccccc1)NS(=O)(=O)c1ccc(F)cc1)N1CCC2(CC1)OCCO2 (configuration not stated),-7,25
CN(C=O)CP(=O)(O)CN(C)C=O,5,34
CCOc1cc(C(=O)N2CCC3(CC2)OCCO3)cc(OCC)c1OCC,-39,25
Cc1ccc(C2(O)CCN3CCCCC32)cc1 (configuration not stated),-57,33
Cc1cc(Cl)ccc1OC(C)C(=O)O (configuration not stated),-30,46
Clc1ccc2c(N3CCNCC3)ccnc2c1,20,14
CCn1c(=O)cc(OCC(=O)N2CCC3(CC2)OCCO3)c2ccccc21,-31,49
O=C(CNS(=O)(=O)c1cccs1)N1CCC2(CC1)OCCO2,-45,30
O=C(NCc1ccccn1)c1ccccc1Cl,-33,23
CC/C(=C\C=C\[C@@H]1C=C[C@@H]2CCC[C@H]2[C@@H]1C(=O)c1ccc[nH]1)[C@@H]1O[C@@H]([C@@H](C)C(=O)O)CC[C@@H]1C,10,15

# A portion from the list above, as a working copy:
SMILES,mHtt clearance,mHtt clearance grain fraction
Cc1ccccc1C1=NCC(=O)N(CC(=O)NCc2ccco2)c2sc3c(c21)CCCC3,-15,23
CC1CCC(NCCc2ccc3c(c2)OCO3)CC1 (configuration not stated),32,14

# New compounds follow:
SMILES,mHtt clearance,mHtt clearance grain fraction
O=C(c1cc2c(s1)-c1ccccc1OC2)N1CCC2(CC1)OCCO2,-40,47
CCS(=O)(=O)N1CCC(C(=O)N2CCC3(CC2)OCCO3)CC1,-111,69
C=CCn1c(O)c(C(C)=NCCC2=CCCCC2)c(=O)[nH]c1=O,14,24
CCCc1nc2ccccc2c(=O)n1-c1ccc(OC)cc1,13,35
CCSc1nnc(C(N)Cc2ccccc2)o1 (configuration not stated),51,20
C=CCn1c(O)c(C(CC)=Nc2ccc(N(CC)CC)cc2)c(=O)[nH]c1=O,8,37
CCOC(=O)C1SC2(C(F)(F)C(F)F)CC1(O)c1c(c(OC)c3occc3c1OC)O2 (configuration not stated),15,32
O=C(CN1C(=O)CN=C(c2ccccc2Cl)c2cc(Cl)ccc21)NCc1ccco1,-38,56
CCCCn1c(O)c(C=NC2CCCCC2N)c(=O)[nH]c1=O (configuration not stated),-26,23
COc1ccc2c(c1)c(C(=O)CN1CCN(C)CC1)c(C)n2Cc1ccccc1,-15,39
CCC(COC(=O)NC)NC(=O)Oc1ccccc1 (configuration not stated),-4,37
O=C1C2CCN(CC2)C1Cc1ccc(OCCOc2ccccc2)cc1 (configuration not stated),46,23
COc1ccc(CCn2c(O)c(C=NCCCN(C)C)c(=O)[nH]c2=O)cc1OC,39,10
CC(C)n1cc(C(=O)N(CC(=O)NC(C)(C)C)Cc2ccccc2)cn1,18,15
CCCCCCn1c(N)c(C(=O)NCCN2CCOCC2)c2nc3ccccc3nc21,-74,33
CCCC[n+]1cc(/N=C(\[O-])OC)on1,12,33
O=C1NC(=O)C(CCc2ccncc2)(c2ccccc2)C(=O)N1,-44,28
O=c1[nH]c(=O)n(CCC2=CCCCC2)c(O)c1C=NCc1cccnc1,17,31
CC1(C)COC(Nc2cccc(Cl)c2)=N1,-9,26

# Of the compounds above, 8 have a furan ring, fused or not.
SMILES,mHtt clearance,mHtt clearance grain fraction
CCSc1cc(C2C(C#N)=C(N)Oc3n[nH]c(C)c32)c(C)o1 (configuration not stated),9,15
COc1ccc(Cn2c(N)c(C(=O)NCc3ccco3)c3nc4ccccc4nc32)cc1OC,-12,39
N#Cc1c(/N=C/c2c(O)n(Cc3ccco3)c(=O)[nH]c2=O)sc2c1CCCC2,0,37
Cc1nn(Cc2ccccc2Cl)c(Cl)c1C(=O)OCC(=O)NCc1ccco1,16,15
CN1C(=O)/C(=C/c2ccc(N3CCCCCC3)o2)C(=O)NC1=S,43,11
Cc1ccccc1C1=NCC(=O)N(CC(=O)NCc2ccco2)c2sc3c(c21)CCCC3,-15,23
CCOC(=O)C1SC2(C(F)(F)C(F)F)CC1(O)c1c(c(OC)c3occc3c1OC)O2 (configuration not stated),15,32
O=C(CN1C(=O)CN=C(c2ccccc2Cl)c2cc(Cl)ccc21)NCc1ccco1,-38,56

# Bioassay records as filed in PubChem BioAssay.
